Screens as filed in PubChem BioAssay.
LGR2 inh – blocks bursicon-induced cAMP signaling via Drosophila LGR2. HEK293 LGR2, CRE-luciferase, bursicon-stimulated, 4 h. inhibition, % at 9.99 µM. AID 720647. actives 0.35% (n = 380,000);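 active = drop in luminescence signal, shown as inhibition above about 50% in the replicate tests, limit read from the data, passing the limit was not always enough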;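 note: agonist challenge used bursicon conditioned medium at about half maximal strength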
SIRT5 inh – blocks human SIRT5 desuccinylation of peptide | AID 652115 | actives 1.1% (n = 330,000) | Purified SirT5, succinyl-peptide AMC, trypsin-coupled fluorescence | inhibition, % at 15 µM; in the data active = inhibition above about 15%
Target sequence (Q9NXA8 whole entry, looked up): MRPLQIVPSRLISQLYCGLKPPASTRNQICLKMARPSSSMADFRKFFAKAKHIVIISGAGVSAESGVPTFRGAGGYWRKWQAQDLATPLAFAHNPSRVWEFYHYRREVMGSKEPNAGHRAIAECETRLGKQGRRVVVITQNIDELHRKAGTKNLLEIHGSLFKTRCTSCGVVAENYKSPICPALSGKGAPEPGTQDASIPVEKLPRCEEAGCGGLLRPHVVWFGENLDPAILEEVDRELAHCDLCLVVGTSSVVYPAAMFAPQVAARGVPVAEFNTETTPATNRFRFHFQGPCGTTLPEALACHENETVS
Casp6 inh – inhibitors of human caspase-6 | actives 0.53% (n = 350,000) | inhibition, % at 12.5 µM | AID 686996 | P55212 | purified caspase-6, Z-VEID-R110 cleavage fluorescence;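 active = mean inhibition across replicates at least about 35%, with every replicate also reaching that limit, limit read from the data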;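 note: 0% = median of neutral control wells and 100% = no fluorescence left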
Target sequence (P55212 24-179 limits assumed): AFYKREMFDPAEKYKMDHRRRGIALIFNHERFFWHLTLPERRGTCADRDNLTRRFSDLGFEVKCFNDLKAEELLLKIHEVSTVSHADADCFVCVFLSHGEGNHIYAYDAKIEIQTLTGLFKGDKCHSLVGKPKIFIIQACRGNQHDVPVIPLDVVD
Target sequence (P55212 194-293 limits assumed): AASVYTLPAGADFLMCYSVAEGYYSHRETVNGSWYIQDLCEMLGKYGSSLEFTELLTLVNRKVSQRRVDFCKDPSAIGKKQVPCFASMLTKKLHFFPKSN
FN deposition inh – fibronectin deposition inhibition | AH1F fibroblasts, Alexa488-fibronectin deposition fluorescence, overnight | actives 0.086% (n = 350,000) | AID 743247 | inhibition, % at 12.6 µM;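 active = mean inhibition across replicates of 30% or more, regardless of how many single replicates reach that level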;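 note: positive control wells lacked labelled fibronectin entirely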
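Assay system: AH1F fibroblasts assembling fluorescent fibronectin matrix; Amount: 10000 AH1F cells per well; Buffer or medium: DMEM, 2% serum; Probe or stimulus: Alexa488-fibronectin, 24 nM final in well; Doses: single compound dose, delivered by pin transfer; Incubation: 1 h adhesion, overnight exposure; Measured by: fluorescence 485/525 nm; Read-out: fibronectin deposition inhibition.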
C2C12 statin – protects C2C12 myotubes from simvastatin toxicity; ATP luminescence, 48 h; scaled: DMSO 0, geranylgeraniol control 100; rescue of ATP level, % at 7.49 µM; actives 0.78% (n = 330,000); AID 602340;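 active = mean ATP rescue above about 67%, or every replicate alone reaching that limit, limit read from the data, passing the limit was not always enough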;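 note: myotubes were challenged with 10 µM simvastatin during compound exposure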
esBAF inh – inhibitors of esBAF chromatin remodeling in mouse ES cells; Bmi1-luciferase knock-in reporter, 24 h; 100% = twice the neutral-well signal; reporter increase, % at 12.5 µM; actives 2% (n = 350,000); AID 602393; in the data active = activation above about 40%;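 note: 0% = median of the plate's neutral control wells and 100% = double that signal; a rise in the Bmi1 reporter signal indicates esBAF inhibition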
S100A4 MyoIIA – inhibitors of human S100A4 binding to myosin IIA peptide; inhibition, % at 10.7 µM; actives 0.14% (n = 360,000); AID 652163; S100A4/TAMRA-MyoIIA peptide fluorescence polarization; P26447;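 active = mean inhibition of at least 70% across replicates, with every replicate also reaching that level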
Target sequence (P26447 whole entry, looked up): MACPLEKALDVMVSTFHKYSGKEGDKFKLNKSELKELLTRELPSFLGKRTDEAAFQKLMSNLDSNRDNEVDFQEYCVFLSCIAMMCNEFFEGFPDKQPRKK
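assay system = human S100A4 monomer with TAMRA-labelled myosin IIA peptide | also added = labelled myosin peptide probe, 5 nM | incubation = 5 min between mix addition and reading | control set = DMSO and TFP controls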
The depositor's hits bear a star; . = no result given.

SMILES	LGR2 inh	SIRT5 inh	Casp6 inh	FN deposition inh	C2C12 statin	esBAF inh	S100A4 MyoIIA
C[C@@H]1CN([C@@H](C)CO)C(=O)c2cc(NC(=O)Nc3ccc(F)cc3)ccc2O[C@H]1CN(C)S(=O)(=O)c1cccs1	12	13	-3	.	-35	-8	-2
Cc1c(NC(=O)CNCc2ccc3c(c2)OCO3)c(=O)n(-c2ccccc2)n1C	7	2	0	2	-1	-11	-3
CCOC(=O)c1cnc2c(c(C)nn2C)c1Oc1ccc(Cl)cc1	.	.	.	11	6	-7	.
CC1(c2ccc(OC(F)F)cc2)NC(=O)N(CC(=O)NC2CCCC2)C1=O (configuration not stated)	-7	-3	0	-1	6	-5	-3
O=C(O)CC1C(=O)OCN1C(=O)OCc1ccccc1 (configuration not stated)	3	-2	-2	.	-5	-6	-9
COc1ccccc1-c1ccc([C@H]2[C@@H](CO)N(C(C)=O)C23CN(C(C)=O)C3)cc1	5	-4	1	.	.	.	-5
CCOC(=O)C(NCc1ccccc1OC)(NC(=O)CC)C(F)(F)F (configuration not stated)	.	.	.	1	13	-4	.
COc1ccc(C#Cc2ccc3c(c2)O[C@H](CN(C)S(=O)(=O)c2ccccc2F)[C@@H](C)CN([C@@H](C)CO)S3(=O)=O)cc1	-20	15*	6	.	14	7	2
CN(C)c1ccc(P(=O)(OCc2ccccc2)C(O)c2ccccc2F)cc1 (configuration not stated)	17	-2	0	13	.	.	-4
CC(C)CNC(=O)C1(C)CCCN1C(=O)c1cccnc1Oc1ccccc1 (configuration not stated)	-16	0	1	0	2	2	-3
C[C@H](CO)N1C[C@H](C)[C@H](CN(C)CC2CC2)Oc2ncc(C#CC3(O)CCCC3)cc2C1=O	7	18*	0	-8	.	.	-17
COc1cc(C(C#N)N2CCC(c3ccccc3)=N2)ccc1O (configuration not stated)	-29	1	-7	10	-2	-9	-5
CC1=C(C)CC(C(=O)c2ccccc2)C(C(=O)O)C1 (configuration not stated)	2	0	-1	.	-6	0	2
O=C(NCCc1ccc(Cl)cc1)C1CCN(c2cnccn2)CC1	8	-10	1	-3	-4	-4	-3
Cc1ccc2c(c1)N(C(=O)CCC(=O)NCCCN1CCC(Cc3ccccc3)CC1)CCO2	33	-5	-14	8	-57	-1	-3
CCc1n[nH]c(=S)n1/N=C/c1ccc(N(CC)CC)cc1	17	-1	1	0	-18	6	-1
NNC(=O)c1nc(-c2cccc(-n3cccc3)c2)no1	-4	1	-3	-2	.	.	3
COc1ccc(-c2cc(=O)oc3c(C)c(OC(C)C(=O)Nc4ccc(CN5CCOCC5)cc4)ccc23)cc1 (configuration not stated)	-9	-3	0	-5	-26	-12	-5
CC(C)c1cccc(C(C)C)c1NC(=O)CCN1C(=O)NC2(CCCC2)C1=O	14	-3	-4	2	-1	-1	-2
O=C(NC1CC1)c1sc2cc(F)ccc2c1Cl	-19	0	1	-2	-6	39	-12
N#C/C(=C\c1ccc(-c2ccc(F)cc2)o1)C(=O)Nc1nc(-c2cccs2)cs1	29	1	0	-2	.	.	6
CSc1ncccc1C(=O)Nc1cccc(C)n1	7	1	-3	3	.	.	-2
COc1ccccc1C(=O)Nc1onc(C)c1C#N	17	-3	-2	11	.	.	1
COc1ccc(C(=O)c2c[nH]c(C(=O)NCc3cccnc3)c2)cc1	0	.	.	.	21	5	.
COc1ccc(OCC(=O)N2CCN(C(=O)COc3ccccc3)CC2)cc1	.	.	.	3	-5	-1	.

(next part)
SMILES	LGR2 inh	SIRT5 inh	Casp6 inh	FN deposition inh	C2C12 statin	esBAF inh	S100A4 MyoIIA
C[C@H]1CN([C@@H](C)CO)C(=O)Cc2cc(NC(=O)C3CCCCC3)ccc2O[C@H]1CN(C)C(=O)Nc1ccc(C(F)(F)F)cc1	-25	-4	-3	.	-23	-3	-5
Cc1oc2c(c1C(=O)NC(Cc1c[nH]c3ccccc13)C(=O)O)CCCC2 (configuration not stated)	.	.	.	3	14	3	.
CCCCn1c(N)c(N(Cc2ccccc2OC)C(=O)C(C)C)c(=O)[nH]c1=O	-7	-1	-2	.	.	.	1
COc1ccccc1NC(=O)COC(=O)Cn1c(C)csc1=O	-16	-6	1	-2	6	-3	-4
COc1ccc(-c2nn(-c3ccccc3)cc2C(=O)N(C)C)cc1	2	-3	0	1	-5	0	1
Cc1ccc(S(=O)(=O)N[C@@H]2C=C[C@H](CC(=O)NCCCN(C)C)O[C@@H]2CO)cc1	-5	0	6	0	1	-2	16
C[C@@H]1CN([C@H](C)CO)C(=O)c2cc(NS(C)(=O)=O)ccc2O[C@@H]1CN(C)Cc1ccc(C(=O)Nc2ccccc2N)cc1	-10	.	3	.	.	-9	15
Cc1cc(Cl)ccc1OCC(=O)Nc1ccncc1	-1	-5	-3	1	-16	6	-1
O=C(COc1ccc(Br)cc1Br)NC1CCS(=O)(=O)C1 (configuration not stated)	8	-2	2	0	6	3	-2
COc1ccc(CNC(=O)C(=O)NCCC2CCCCN2S(=O)(=O)c2ccccc2)cc1 (configuration not stated)	10	1	1	-1	5	-1	-2
CCCc1cc(=O)oc2c(CNc3ccc(OCC)cc3)c(O)ccc12	0	11	-1	1	5	7	19
Cc1cccc(Cc2cccc(C)c2O)c1O	-2	.	6	0	0	-2	4
C[C@@H]1CN([C@H](C)CO)C(=O)c2cc(NC(=O)CCC(F)(F)F)ccc2O[C@@H](C)CCCCO[C@@H]1CN(C)S(=O)(=O)c1ccccc1	-4	4	2	.	.	-7	0
CN1CCN(C(=O)/C(=C/c2ccccc2F)NC(=O)c2ccccc2)CC1	-9	-4	-1	0	-8	0	-2
CC1(C(=O)NCc2ccccc2)CSCC(=O)N1CCc1c[nH]c2ccccc12 (configuration not stated)	-1	0	0	-5	.	.	0
CCOC(=O)c1c(C(=O)OCC)c(C)n(CCc2ccccc2)c1C	9	.	.	-18	23	-1	.
CC(C)CCNc1c(-c2cccs2)nc2ccccn12	-16	-6	1	20	-9	8	-4
C=CCOc1ccc(-c2nc3c(c(=O)[nH]c(=O)n3Cc3ccccc3)n2CCCOC)cc1	-7	-4	-10	-3	-15	3	3
CC1(C(=O)OCC(=O)NCCNC(=O)COC(=O)C2(C)CC2(Cl)Cl)CC1(Cl)Cl (configuration not stated)	9	-6	-2	12	3	-5	-2
Cc1cc(C)c(NC(=O)CNC(=O)COC(=O)C2CCN(c3ccc(C(F)(F)F)cn3)CC2)c(C)c1	-9	-2	-2	-2	.	.	-4
COc1ccc(-c2c(S(=O)(=O)c3ccccc3)cnn2-c2ccccc2)cc1	.	.	.	-1	-5	-7	.
C=CC[C@H](CC(=O)NCCO)C(=O)N[C@H](COC(=O)[C@@H](CC=C)CC(=O)OC(C)(C)C)Cc1ccccc1	39	.	-3	14	-10	0	1
O=C1CC[C@H](OCc2ccccc2)CCN1[C@H](CSc1ccccc1)Cc1ccccc1	-8	.	-2	-1	9	-3	-1
CC1(C)Cc2nc(Cl)c(C(=O)O)cc2CO1	12	-4	-1	-28	.	.	-1
COc1ccc(S(=O)(=O)N2CCCCC2)cc1NC(=O)CCOc1cc(C)ccc1C	11	-4	3	.	1	-6	4

5 compounds out of the list, sorted by molecular weight, lowest first:
SMILES	LGR2 inh	SIRT5 inh	Casp6 inh	FN deposition inh	C2C12 statin	esBAF inh	S100A4 MyoIIA
CCOC(=O)c1c(C(=O)OCC)c(C)n(CCc2ccccc2)c1C	9	.	.	-18	23	-1	.
CN1CCN(C(=O)/C(=C/c2ccccc2F)NC(=O)c2ccccc2)CC1	-9	-4	-1	0	-8	0	-2
COc1ccc(S(=O)(=O)N2CCCCC2)cc1NC(=O)CCOc1cc(C)ccc1C	11	-4	3	.	1	-6	4
CC1(C(=O)OCC(=O)NCCNC(=O)COC(=O)C2(C)CC2(Cl)Cl)CC1(Cl)Cl (configuration not stated)	9	-6	-2	12	3	-5	-2
C[C@@H]1CN([C@H](C)CO)C(=O)c2cc(NC(=O)CCC(F)(F)F)ccc2O[C@@H](C)CCCCO[C@@H]1CN(C)S(=O)(=O)c1ccccc1	-4	4	2	.	.	-7	0

Next section.
SMILES	LGR2 inh	SIRT5 inh	Casp6 inh	FN deposition inh	C2C12 statin	esBAF inh	S100A4 MyoIIA
C[C@@H]1CN([C@H](C)CO)C(=O)c2cc(C#CCN(C)C)cnc2O[C@H]1CN(C)C(=O)c1cccc(F)c1	-14	-1	-1	-3	2	2	-10
CS(=O)(=O)N(CC(=O)N1CCOCC1)c1ccc2c3c(cccc13)CC2	.	.	.	5	10	2	.
C[C@H](CO)N1C[C@H](C)[C@@H](CN(C)Cc2ccc(C(F)(F)F)cc2)Oc2ccc(NC(=O)Nc3cccc4ccccc34)cc2C1=O	-61	8	-1	4	.	1	-7
O=S(=O)(Nc1ccc(-n2cnnn2)cc1)c1ccc(F)c(F)c1F	1	-4	2	-1	22	3	-1
COc1cc(CNc2ccc3[nH]c(=O)[nH]c3c2)ccc1OCc1ccc(F)cc1	-40	-3	2	2	52	26	-1
O=C(C1=C(O)C(=O)N(CCN2CCOCC2)C1c1ccco1)c1cc2ccccc2o1 (configuration not stated)	-1	1	-5	7	1	6	-1
C[C@H](CO)N1C[C@H](C)[C@H](CN(C)S(=O)(=O)c2ccc(-n3cccn3)cc2)OCc2cn(nn2)CCCC1=O	4	4	-2	-3	.	.	30
CCOc1ncccc1C(=O)NCCc1c[nH]c2ccccc12	8	-3	0	5	4	-2	-2
COc1cccc(CNc2nc3cc(-c4ccc(C(=O)N5CCN(C)CC5)cc4)sc3c(=O)n2C)c1	-10	-12	-11	-8	-2	-5	8
O=C(Cc1ccc(O)cc1)NCCNC(=S)NCc1ccccc1	-6	1	2	2	7	-16	-11
Cc1cnccc1CN(C)C(=O)C1CCC(=O)N(Cc2ccccc2F)C1 (configuration not stated)	0	-1	1	15	4	-5	4
COc1ccc(-c2nc3cc(C)ccn3c2NCc2ccc3c(c2)OCO3)cc1	-12	5	1	7	.	.	3
COc1cc(C(C(=O)NC(C)(C)C)N(C(=O)CNC(=O)c2cccs2)c2ccccc2)cc(OC)c1OC (configuration not stated)	.	.	.	7	-8	-4	.
Cc1nnsc1C(=O)N1CCN(c2cc(C(F)(F)F)ccn2)CC1	6	2	1	1	-1	-12	-3
Cc1cc(C)n(-c2ccc(C(C)C)cc2)c(=O)c1C#N	0	-1	-2	0	.	.	-6
C[C@@H]1CCCCO[C@H](CN(C)C(=O)c2ccccc2)[C@@H](C)CN([C@H](C)CO)C(=O)c2cc(NS(=O)(=O)c3cn(C)cn3)ccc2O1	6	-2	-2	3	.	4	-6
CCOC(=O)C1(Cc2cccc(OC)c2)CCN(C(C)CC(C)(C)O)CC1 (configuration not stated)	33	-1	2	17	17	-5	8
C[C@H](CO)N1C[C@H](C)[C@@H](CN(C)Cc2ccc(C(=O)O)cc2)Oc2ccc(NC(=O)Cn3cnnn3)cc2CC1=O	31	1	0	.	.	.	-2
c1ccc(CNc2cccnc2)cc1	-5	3	.	-3	.	.	13
N=C1/C(=C/c2ccc(Br)o2)C(=O)N=C2SC(CC(=O)N3CCCC3)=NN12	10	26*	0	7	1	-2	-10
COc1ccc(OC)c(CN2CCN(Cc3ccc(OC)c(OC)c3OC)CC2)c1	12	.	-3	1	-2	-7	-1
CSc1cccc(NCc2ccc([N+](=O)[O-])cc2)c1	.	0	2	-4	-4	3	9
Cn1nc(C(C)(C)C)cc1C(=O)Sc1cccc(Br)c1	.	-3	7	10	.	.	8

Some of these compounds in order of the SIRT5 inh value, low to high.
smiles | LGR2 inh | SIRT5 inh | Casp6 inh | esBAF inh | S100A4 MyoIIA
CC(C)CCNc1c(-c2cccs2)nc2ccccn12 | -16 | -6 | 1 | 8 | -4
Cc1ccc2c(c1)N(C(=O)CCC(=O)NCCCN1CCC(Cc3ccccc3)CC1)CCO2 | 33 | -5 | -14 | -1 | -3
COc1ccccc1-c1ccc([C@H]2[C@@H](CO)N(C(C)=O)C23CN(C(C)=O)C3)cc1 | 5 | -4 | 1 | . | -5
O=C(COc1ccc(Br)cc1Br)NC1CCS(=O)(=O)C1 (configuration not stated) | 8 | -2 | 2 | 3 | -2
COc1cc(C(C#N)N2CCC(c3ccccc3)=N2)ccc1O (configuration not stated) | -29 | 1 | -7 | -9 | -5
C[C@H](CO)N1C[C@H](C)[C@H](CN(C)S(=O)(=O)c2ccc(-n3cccn3)cc2)OCc2cn(nn2)CCCC1=O | 4 | 4 | -2 | . | 30

An excerpt; rates above refer to the full screens.
